# Bioassay records from PubChem BioAssay.
# TRb SRC2 PPI: disrupts binding of human TR beta to SRC2. 280,000 compounds, 0.065% hits. Potency, µM (highest dose often 106 µM), inactives show at the highest dose activity change, negative = inhibition, usual class: inhibitors. TRbeta-SRC2 peptide binding, fluorescence polarization; receptor liganded with 1 µM T3. P10828;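 also: plate controls were bound peptide for no effect and peptide without receptor for full effect; nearly all actives have a fitted effect of over 50% in size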
# Target sequence (P10828 whole entry, looked up): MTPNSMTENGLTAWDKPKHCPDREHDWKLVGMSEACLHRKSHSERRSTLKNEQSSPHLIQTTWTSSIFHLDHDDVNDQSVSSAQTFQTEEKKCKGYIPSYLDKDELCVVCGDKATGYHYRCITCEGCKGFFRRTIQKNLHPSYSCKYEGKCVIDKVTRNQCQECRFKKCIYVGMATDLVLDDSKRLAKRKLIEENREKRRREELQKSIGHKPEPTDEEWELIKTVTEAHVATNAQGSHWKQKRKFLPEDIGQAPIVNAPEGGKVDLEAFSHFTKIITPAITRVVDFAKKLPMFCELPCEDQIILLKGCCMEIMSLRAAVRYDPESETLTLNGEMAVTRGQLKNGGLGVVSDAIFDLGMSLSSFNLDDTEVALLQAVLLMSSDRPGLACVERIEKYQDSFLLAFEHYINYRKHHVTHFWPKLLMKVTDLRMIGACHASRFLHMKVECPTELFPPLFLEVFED
#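 A fluorescence polarization screen tested compounds at multiple concentrations against complex formation between 0.6 uM TRb ligand-binding domain and 20 nM Texas Red SRC2 peptide, with 1 uM T3 present; readout after 5 hr.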
# ALDH1A1 block: inhibitors of human aldehyde dehydrogenase 1A1. Purified ALDH1A1, NADH fluorescence, propionaldehyde substrate. Potency, µM (doses to about 75.3 µM), for the others: at the top dose activity, negative = inhibition, hits mostly inhibitors. P00352. 220,000 compounds, 7.3% hits. AID 1030; active = well fitted inhibition curve with a large enough effect, not every such curve was filed as active; inconclusive = small, poorly fitted or top-dose-only effect, or another doubt; inactive = no such curve, though single readings can be large or run the other way;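 also: plate controls were no enzyme wells and a reference inhibitor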
# Target sequence (P00352 whole entry, looked up): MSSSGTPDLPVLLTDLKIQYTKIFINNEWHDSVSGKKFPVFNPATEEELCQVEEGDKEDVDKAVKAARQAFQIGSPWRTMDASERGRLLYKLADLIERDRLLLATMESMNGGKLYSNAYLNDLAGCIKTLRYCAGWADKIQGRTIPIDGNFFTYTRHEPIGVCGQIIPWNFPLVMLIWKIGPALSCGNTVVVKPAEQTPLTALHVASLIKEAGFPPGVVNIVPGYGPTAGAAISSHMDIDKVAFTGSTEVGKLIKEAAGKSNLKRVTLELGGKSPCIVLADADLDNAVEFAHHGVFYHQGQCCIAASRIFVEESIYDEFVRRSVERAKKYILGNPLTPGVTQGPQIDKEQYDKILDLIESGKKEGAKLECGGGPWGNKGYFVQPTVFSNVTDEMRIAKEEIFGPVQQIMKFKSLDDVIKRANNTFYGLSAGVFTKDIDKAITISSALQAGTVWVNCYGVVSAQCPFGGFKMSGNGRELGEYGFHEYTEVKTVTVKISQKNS
# Tau ThT inhib: tau fibrillization inhibition (ThT binding); 270,000 compounds, 2.1% hits; Potency, µM (titrated, usually from 57.4 µM), inactives show top-dose activity, negative = inhibition, usual class: inhibitors; recombinant tau K18 P301L, heparin-induced fibrillization, ThT fluorescence; also: nearly all actives have a fitted effect of over 55% in size
# Target sequence (P10636 561-689 P618L limits assumed): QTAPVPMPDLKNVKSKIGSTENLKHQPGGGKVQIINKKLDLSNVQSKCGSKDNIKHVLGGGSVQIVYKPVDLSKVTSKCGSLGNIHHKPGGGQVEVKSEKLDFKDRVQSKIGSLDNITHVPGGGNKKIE
#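 In this qHTS, human K18 P301L tau is incubated with compound and heparin for 6 hr at 37 C, and Thioflavin T fluorescence then reports fibril load.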
# Tau fibril FP: blocks human tau fibril formation measured by polarization. P10636. K18 P301L tau heparin fibrillization, Alexa594 FP, 6 h. 280,000 compounds, 0.39% hits. Potency, µM (series often up to 57.7 µM), for the others: at the highest dose activity, negative = inhibition, most hits filed as inhibitors; also: nearly all actives have a fitted effect of over 55% in size
#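 Heparin (20 uM) drove fibril formation of recombinant tau K18 P301L, 15 uM unlabeled with 0.24 uM Alexa 594 label, for 6 hr at 37 C in 100 mM sodium acetate pH 7. Fluorescence polarization (555/632 nm) read 1 hr after 30 uM ThT.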
# TexasRed fluor: alters Texas Red total fluorescence, flagging assay interference; Potency, µM (series often up to 106 µM), inactives show at the top dose fluorescence change, negative = quenching; 280,000 compounds, 0.29% hits; TRb/SRC2 Texas Red total fluorescence interference; AID 1479; active = well fitted curve in either direction with a large enough effect; inconclusive = small, poorly fitted or top-dose-only effect
#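 Human TRb ligand-binding domain at 0.6 uM with 20 nM Texas Red SRC2 peptide in Tris buffer containing 1 uM T3 and 5% DMSO, incubated with compound 5 h at ambient temperature. Total fluorescence (555/632 nm) calculated as parallel + 2 × perpendicular.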
# Tau fluor cs: counter-screen for tau fibril formation inhibitors; tau K18 P301L (four-repeat tau fragment) Alexa594 fluorescence, heparin fibrillization; Potency, µM (highest dose often 57.7 µM), for the others: top-dose activity change, negative = decrease; AID 1463; 280,000 compounds, 0.93% hits; also: nearly all actives have a fitted effect of over 55% in size
#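 Human K18 P301L tau (15 uM unlabeled plus 0.24 uM Alexa 594-labeled, final) in 100 mM sodium acetate pH 7 was mixed with compound and 20 uM heparin and incubated 6 hr at 37 C.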
# L3MBTL1 inh: L3MBTL1 (human) inhibition; Q9Y468; AlphaScreen L3MBTL1–H3K9me1 peptide binding; Potency, µM (doses to about 57.1 µM), for inactives: at the top dose activity, negative = inhibition, usual class: inhibitors; 230,000 compounds, 0.66% hits; AID 485360; also: nearly all actives have a fitted effect of over 60% in size
#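 L3MBTL1 (50 nM) pre-complexed 30 min with biotinylated H3(1-15)K9me1 peptide (75 nM), then compounds added for 30 min at room temperature; AlphaScreen streptavidin donor/nickel chelate acceptor beads (10 ug/mL final) read after 30 min dark incubation.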
# aGal spleen mod: inhibits or activates alpha-galactosidase in human spleen homogenate; Potency, µM (titrated, usually from 80 µM), for inactives: top-dose activity change, negative = inhibition, usual class: inhibitors; 240,000 compounds, 0.008% hits; AID 2107; P06280; human spleen homogenate, 4MU-alpha-Gal fluorescence, 40 min;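 also: 0% = enzyme with vehicle and -100% = no enzyme basal signal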
#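 Fluorogenic readout (Ex 365/Em 440 nm) of 4-methylumbelliferone released from 1 mM 4-MU-alpha-galactoside by spleen homogenate, 40 min at 37C, pH 5.0. Data normalized to no-enzyme and enzyme controls; Hill-equation AC50 from compound titrations.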
# The depositor's hits bear a star; u = inconclusive; x = no result given; & = joins results of further samples; [ ] = dose if it differs, or a comment. Unless noted, calls follow the shape of the dose curve; as a rule, active = well fitted curve in the direction sought with a large enough effect; inconclusive = small, poorly fitted or top-dose-only effect, or another doubt; inactive = no such curve, though single readings can be large; an effect the other way counts as inactive or inconclusive. Unless noted, % is scaled to controls: 0 for no effect and ±100 for the full control effect; potency is read from the fitted curve at half-maximal effect. Not a hit list (roughly 8.5% active in at least one column).
SMILES,TRb SRC2 PPI,ALDH1A1 block,Tau ThT inhib,Tau fibril FP,TexasRed fluor,Tau fluor cs,L3MBTL1 inh,aGal spleen mod
Cc1cccc(N(C)S(=O)(=O)c2nnc(NC(=O)C(C)Oc3ccccc3)s2)c1 (stereo not given),3%,x,u,-14%,-25%,-25%,x,x
CCOC(=O)c1sc(=S)n(C)c1N,-1%,-2%,-11%,-6%,2%,-14%,-1%,-2%
CC(=O)c1nnn(-c2cccc(C#N)c2)c1C,-9%,x,x,-2%,-1%,10%,x,-4%
Cn1nc(C(F)(F)F)c(C#N)c1N1CCN(c2ccc(F)cc2)CC1,8%,4%,-11%,0%,-2%,u,x,-2%
Cc1cc(Cl)ccc1NC(=O)C1CCCN1S(=O)(=O)c1ccc2c(c1)CCCC(=O)N2 (stereo not given),8%,x,-7%,-5%,0%,-12%,x,x
COc1ccc(NC(C)=O)cc1NC(=O)CN1CCN(C2c3ccccc3-c3ccccc32)CC1,-14%,-13%,-16%,-3%,-3%,-19%,-1%,-2%
CCN(CC)c1ccc(NC(=O)CCS(=O)(=O)c2cccc3nsnc23)c(C)c1,-2%&0%,28µM*,u,u,-2%&0%,-10%&-29%,-7%,-1%
CCOc1cc2[nH]c(=O)n(CCCCCC(=O)NCc3ccco3)c(=O)c2cc1OCC,0%,u,-2%,1%,-4%,-6%,x,-5%
CCOc1ccc(CCNC(=O)c2[nH]c3cc(OC)ccc3c2Sc2ccccc2)cc1OCC,-1%,x,1%,-8%,0%,-7%,x,x
O=[N+]([O-])c1ccc(O)c(C=Nc2ccc3oc(Cc4ccc(Cl)cc4)nc3c2)c1,4%,u,u,-12%,-4%,u,-21%,-8%
COc1ccccc1CNC(=O)C1CCCN(S(=O)(=O)c2cnc[nH]2)C1 (stereo not given),-7%,2%,1%,-2%,-1%,3%,2%,-3%
COc1ccc(NC(=O)C2CCN(S(=O)(=O)c3ccc(OC)c(OC)c3)CC2)cc1,2%,2%,-12%,5%,3%,-14%,x,7%
Cc1ccc(-n2ncc3c(NCCc4ccccc4)ncnc32)cc1,5%,x,8%,u,-1%,-30%,x,x
Cc1cc(C)c(N(C(=O)c2csnn2)C(C(=O)NC(C)(C)C)c2ccncc2)c(C)c1 (stereo not given),-5%[53 µM],-3%,-2%,0%,0%[53 µM],-3%,-13%,5%
Cc1cc(C)n(-c2nc3ccccc3nc2Nc2cc(C(=O)O)ccc2C)n1,2%,x,u,3%,1%,-14%,x,x
CCOc1ccc(-n2c(C)nc3c(cnn3-c3ccc(Cl)cc3)c2=O)cc1,2%,12%,2%,-3%,3%,1%,1%,-3%
CCC(c1nnnn1CCOC)N(Cc1ccc(C)cc1)Cc1cc2cc(OC)ccc2[nH]c1=O (stereo not given),-10%,u,2%,6%,-3%,5%,-7%[11.4 µM],11%
CCCCn1c(SCC(=O)c2cc(OC)ccc2OC)nc2cc(S(N)(=O)=O)ccc21,-16%,u,-10%,-12%,3%,-12%,-2%,12%
COc1cc(C(=O)Nc2ccc(S(=O)(=O)N3CCOCC3)cc2)c([N+](=O)[O-])cc1OC,1%,8%,2%,4%,-1%,4%,3%,-3%
COc1ccc(-c2ccc(/C=N/N3C(=O)C4C5C=CC(C6CC56)C4C3=O)o2)c([N+](=O)[O-])c1 (stereo not given),-7%,10µM*,u,5%,-1%,u,u,-3%
Cc1ccc(-c2nnc(SCC(=O)N/N=C/c3ccccc3C(=O)O)n2-c2ccccc2)cc1,-11%,u,-2%,6%,-2%,2%,x,8%
CCN(CC)c1ccc(C(=O)NNC(=O)CCl)cc1,-11%,10µM*,u,0%,-6%,-15%,x,-2%
NC(=O)CSc1ncnc2c1nnn2Cc1ccc(F)cc1,-8%,-3%,u,-3%,-1%,-3%,4%,2%
Cc1cccc(NC(=O)CSc2nc(-c3ccco3)cc(C(F)(F)F)n2)c1C,-4%,x,-4%,u,1%,-7%,x,x
CCc1ccc(C(=O)NC(CC(C)C)C(=O)O)cc1 (stereo not given),-10%,2%,-3%,14%,2%,0%,x,5%
CCC1ON(c2ccccc2)C2c3nc4ccccc4n3CC12 (stereo not given),-5%,x,2%,10%,0%,2%,x,-6%
COc1ccc(C(=O)CN2Cc3ccccc3C2=N)cc1,0%,x,u,0%,1%,-4%,5%,3%
CCc1ccc(OCC(=O)N/N=C/c2ccc(OS(=O)(=O)c3ccc(C)cc3)c(OC)c2)cc1,5%,u,-12%,-15%,-11%,u,0%,1%
O=C(/C=C/c1ccccc1)N/C(=C\c1ccco1)C(=O)NCCO,1%,5%,-5%,-6%,-1%,-1%,0%,4%
O=C(c1ccc([N+](=O)[O-])cc1)N1CCOC12CCN(c1ncc(C(F)(F)F)cc1Cl)CC2,-8%,-4%,-7%,2%,-1%,-7%,x,8%
Oc1cc2c(cc1O)[C@H](c1ccccc1)CNCC2,-1%,4%,u,-11%,-2%,-14%,x,-7%
Cc1ccc(CN2CCN(C3CCOCC3)CC2CCO)cc1 (stereo not given),-7%,8%,1%,0%,-4%,5%,7%,-5%
COc1ccc2[nH]c(=O)c(CN(C(C)=O)C3CCCCC3)cc2c1,-2%,u,12%,-3%,-1%,1%,-1%,15%
CC1=CC(C)(C)N2C(=O)C3(C(C#N)=C(N)OC4=C3C(=O)CC(C)(C)C4)c3c(C)c(C)cc1c32 (stereo not given),-10%,10%,-12%,3%,-4%,-1%,x,0%
COc1ccc(CNC(=O)c2ccc(Cn3nc(C)c([N+](=O)[O-])c3C)o2)cc1,-4%,13%,7%,8%,-1%,3%,u,-7%
CCNC(=O)CC1C(=O)N(c2ccc(OC)cc2)C(=S)N1CCc1ccncc1 (stereo not given),4%,u,-4%,1%,-4%,-3%,0%,-7%
COc1ccc(Cl)cc1C(=O)NNC(=O)c1cccnc1,-8%,11%,-9%,-11%,2%,-11%,3%,-1%
Cc1nc2cc(-c3ccsc3-n3c(C)ccc3C)[nH]n2c(=O)c1Cl,19%,-10%,14µM*,u,45µM*[quencher],u,x,3%
N#CCCn1cc(/C=C(\C#N)c2nc3ccccc3s2)c(-c2ccc(F)cc2)n1,1%,0%,2%,u,2%,-21%,0%,-2%
COc1ccc(/C=C/C(=O)Nc2ccc3nc4n(c(=O)c3c2)CCCC4)cc1,0%,u,u,-5%,-8%,-16%,x,3%
CSc1nc(-c2ccccc2)nc(C(Cl)Cl)n1,0%,3%,-12%,-6%,0%,-8%,5%,4%
CC(C)c1ccc(NC(=O)CSC2=Nc3ccccc3C3=NC(CCC(=O)NCc4cccs4)C(=O)N23)cc1 (stereo not given),3%,x,u,3%,-19%,2%,x,x
Clc1ccc(N2CCN(c3ncnc4c3nc3n4CCCC3)CC2)cc1,6%,x,u,8%,u,-13%,x,x
COc1cc(CN2CCN(Cc3ccc(SC)cc3)CC2)cc(OC)c1O,-6%,u,u,-2%,-3%,-21%,-11%,8%
Cc1cc(C)n(CCC(=O)N/N=C/c2ccc(Br)c([N+](=O)[O-])c2)n1,-2%,x,u,0%,0%,-23%,-1%,-2%

# Some of the entries so far, as tab-separated lines.
smiles	TRb SRC2 PPI	ALDH1A1 block	Tau ThT inhib	Tau fibril FP	TexasRed fluor	Tau fluor cs	L3MBTL1 inh	aGal spleen mod
COc1ccc2[nH]c(=O)c(CN(C(C)=O)C3CCCCC3)cc2c1	-2%	u	12%	-3%	-1%	1%	-1%	15%
CC1=CC(C)(C)N2C(=O)C3(C(C#N)=C(N)OC4=C3C(=O)CC(C)(C)C4)c3c(C)c(C)cc1c32 (stereo not given)	-10%	10%	-12%	3%	-4%	-1%	x	0%
COc1ccc(CNC(=O)c2ccc(Cn3nc(C)c([N+](=O)[O-])c3C)o2)cc1	-4%	13%	7%	8%	-1%	3%	u	-7%
CCNC(=O)CC1C(=O)N(c2ccc(OC)cc2)C(=S)N1CCc1ccncc1 (stereo not given)	4%	u	-4%	1%	-4%	-3%	0%	-7%
COc1ccc(Cl)cc1C(=O)NNC(=O)c1cccnc1	-8%	11%	-9%	-11%	2%	-11%	3%	-1%
Cc1nc2cc(-c3ccsc3-n3c(C)ccc3C)[nH]n2c(=O)c1Cl	19%	-10%	14µM*	u	45µM*[quencher]	u	x	3%

# Remaining list, next part
SMILES,TRb SRC2 PPI,ALDH1A1 block,Tau ThT inhib,Tau fibril FP,TexasRed fluor,Tau fluor cs,L3MBTL1 inh,aGal spleen mod
CC(Oc1ccccc1)c1ccnc(N)n1 (stereo not given),4%,15%,1%,3%,-1%,6%,-3%,4%
COC(=O)c1ccc(Cl)cc1NC(=O)N1CCCn2nc(C)cc21,7%,x,-6%,-4%,-1%,-15%,x,x
CC(=O)c1ccc(NC(=O)c2cn(-c3ccccc3)nc2-c2ccc(Br)cc2)cc1,0%,x,10%,u,3%,u,x,x
O=C1C(Cl)=C(N2CCC(C(=O)O)CC2)C(=O)c2ccccc21,u,x,4.5µM*,11µM*,-24%,10µM*[quencher],-26%,1%
Cc1nn(S(=O)(=O)c2ccc(C(C)(C)C)cc2)c(C)c1S(=O)(=O)N1CCCCCC1,4%,x,-3%,-4%,0%,2%,x,x
C/C(CCC1CC(C)(C)OC1=O)=N\NC(N)=S (stereo not given),5%,x,-2%,-1%,3%,-2%,10%,6%
CCOC(=O)c1cnc2c(-c3ccc(Cl)cc3)c(C)nn2c1N,6%,u,-9%,0%,3%,-1%,-12%,19%
NNC(=O)CN1C(c2ccc(Br)cc2)=Nc2ccc(Br)cc2C1c1ccccc1 (stereo not given),-8%,4%,-7%,-3%,6%,0%,-6%,-4%
O=C(c1cc(-c2cccc(O)c2)on1)N1CCc2ccccc2C1,-11%,u,u,1%,-2%,-22%,-1%,4%
O=C(NC(=S)N1CCN(c2ccc([N+](=O)[O-])cc2)CC1)c1ccccc1,3%,u,-13%,-12%,2%,0%,0%,-1%
Cc1ccc(-c2nnc(-n3ncc(C#N)c3N)c3ccccc23)cc1C,5%,23%,-8%,-18%,-2%,-13%,0%,8%
CCc1ccc(C2CC(=O)Nc3c2c(=O)n(C)c2ncnn32)cc1 (stereo not given),1%,x,-9%,-6%,2%,-10%,x,x
O=C(NC(=S)NCCO)c1cn(-c2ccccc2)nc1-c1ccccc1,-3%,-1%,-5%,u,-3%,u,x,7%
